PGE2 EP2 inh – human EP2 receptor antagonists, primary screen, TR-FRET cAMP, C6 glioma cells. C6 glioma cells expressing human EP2; cells stimulated with saturating PGE2. 260,000 compounds, 0.52% hits. inhibition, % at 25 µM;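 active = percent inhibition above 40 after rounding to a whole number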;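 also: rat C6 glioma host cells with rolipram phosphodiesterase inhibitor present; the protocol text gives 20 µM as final concentration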
Target sequence (P43116 whole entry, looked up): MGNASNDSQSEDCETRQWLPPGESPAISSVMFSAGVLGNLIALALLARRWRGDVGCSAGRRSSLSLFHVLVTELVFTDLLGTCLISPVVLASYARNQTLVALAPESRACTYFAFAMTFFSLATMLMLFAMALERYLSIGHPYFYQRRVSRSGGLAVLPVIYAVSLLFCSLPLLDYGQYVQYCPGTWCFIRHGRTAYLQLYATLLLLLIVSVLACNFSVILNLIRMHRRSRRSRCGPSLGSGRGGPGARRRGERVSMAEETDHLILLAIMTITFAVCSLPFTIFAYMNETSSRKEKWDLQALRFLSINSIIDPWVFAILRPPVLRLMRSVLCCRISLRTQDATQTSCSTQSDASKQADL
The depositor's hits bear a star. Not all compounds are listed, so the mix of outcomes need not match the whole.

Compound | PGE2 EP2 inh
CC1CCc2c(sc3nc(C4CC4)nc(SCC(=O)NCc4cccs4)c23)C1 (stereo unspecified) | 10.1
N[C@H](C(=O)O)[C@H]1C[C@@H]1C(=O)O | 14.4
Cc1cccc2cc(C#N)c(SCC(=O)Nc3ccccc3Cl)nc12 | 16.3
COc1ccc2cc(C)c3nn(CC(=O)NC(C)(C)C)c(=O)n3c2c1 | 10.6
CSc1ccccc1NC(=O)CSc1nc(-c2ccco2)cc(C(F)(F)F)n1 | 6.1
Cc1ccc2cc(CN(Cc3ccccc3)C(c3nnnn3C3CCCCC3)C(C)C)c(=O)[nH]c2c1C (stereo unspecified) | 13.3
CC1CCCCN1CCNCc1nc(-c2ccc(C(F)(F)F)cc2)no1 (stereo unspecified) | 4.7
CCCCCCCCCCCCN1[C@@H](CC(=O)O)c2cc(F)ccc2S1(=O)=O | 4.6
O=c1cc(-c2cccc(F)c2)oc2ccccc12 | 4.6
COC(=O)c1cccc(NC(=O)CSc2nnnn2-c2ccc3c(c2)OCCO3)c1 | 13.2
O=C(NC1CCCC1)C(c1ccccc1)N(Cc1ccc2c(c1)OCO2)C(=O)c1ccco1 (stereo unspecified) | 10.5
Cc1ccc(NC2CC(C)Nc3ccc(C)cc32)cc1 (stereo unspecified) | 12.6
Cc1cccc(NC(=O)CSc2nc3cc(C)cc(C)c3cc2C#N)c1 | 21.1
O=C(Nc1ccc(-n2cnnn2)cc1)c1cc2nc(C3CC3)cc(C(F)(F)F)n2n1 | 9.1
N[C@@H](CNO)C(=O)O | 11.0
COc1ccc2cc(C#N)c(SCC(=O)OC(C)C)nc2c1 | 14.9
CC1(C)CC2(CCCN(CCCN3CCCC4(CCOC(C)(C)C4)C3)C2)CCO1 (stereo unspecified) | 10.7
CC(C)NC(=O)Cn1cc(C(=O)C(C)(C)C)c2ccccc21 | 6.6
Cn1c(=O)sc2cc(S(=O)(=O)O)ccc21 | 7.3
Cc1ccc2[nH]c(=O)c(CN(Cc3ccccc3Cl)C(=O)N3CCCC3)cc2c1 | 11.3
COc1ccc(-c2ccccc2)cc1NS(=O)(=O)c1ccc2c(c1)CCC(=O)N2 | 7.8
CCOc1cc(-c2nc3cnccn3c2NCc2cccs2)ccc1O | 11.6
COc1ccccc1NC(=S)N1CCC(NC(=O)c2ccc(C)cc2)CC1 | 19.9
Cc1cc(C)n(CCC(=O)N2C[C@H](C(=O)O)[C@@H](c3ccc(F)cc3)C2)n1 | 6.7
Oc1ccc(CN2CCN(c3ccccc3F)CC2)c2cccnc12 | 4.6

Brought forward from above: 4 entries; new compounds follow.
Compound | PGE2 EP2 inh
CCOc1cc(-c2nc3cnccn3c2NCc2cccs2)ccc1O | 11.6
COc1ccccc1NC(=S)N1CCC(NC(=O)c2ccc(C)cc2)CC1 | 19.9
Cc1cc(C)n(CCC(=O)N2C[C@H](C(=O)O)[C@@H](c3ccc(F)cc3)C2)n1 | 6.7
Oc1ccc(CN2CCN(c3ccccc3F)CC2)c2cccnc12 | 4.6
COC(=O)COc1cc(OCC(=O)OC)c2c3c(c(=O)oc2c1)CCC3 | 10.5
CCC(C)C(=O)Nc1ccc(S(=O)(=O)Nc2nccs2)cc1 (stereo unspecified) | 5.7
CCO[C@H]1OC(C(=O)O)=C[C@@H](c2ccccc2)[C@@H]1CCCO | 3.2
CCN1/C(=C/C=C2\SC(=S)N(C)C2=O)Oc2ccccc21 | 14.9
CC(NC(=O)C(c1ccccc1)C1CCCC1)c1nc(-c2cccnc2)n[nH]1 (stereo unspecified) | 6.3
COC/C=C/C1=CC2=CC(=O)C(C)(OC(=O)c3cnc4ccccc4n3)C(=O)C2=CN1c1ccc(OC)cc1 (stereo unspecified) | 3.4
Cc1cccc(C)c1N1CCN(C(=O)c2cc3cc(Cl)cc(Cl)c3oc2=O)CC1 | 6.7
COc1ccc(/C(O)=C2/C(=O)C(=O)NC2c2ccc(O)c(OC)c2)cc1 (stereo unspecified) | 6.1
CCc1cc2cc(C)cc(C)c2nc1SCC(=O)NNC(=O)C(C)C | 10.8
CC(C)NC(=O)CSc1nnc2c(n1)[nH]c1ccc(F)cc12 | 5.5
Cc1cc2cc3c(cc2n2c(SCC(=O)Nc4nc(C(C)(C)C)cs4)nnc12)OCO3 | 27.8
CC(C)N(C(=O)N1CCC(Cn2nc(-c3ccc(F)cc3)ccc2=O)CC1)C(C)C | -1.3
COc1ccc(C(=O)N2CCN(C(=O)c3ccc(OC)c(OC)c3)CC2)cc1 | 11.1
C=CCOC(=O)C1=C(C)NC(=O)NC1c1ccc(N(C)C)cc1 (stereo unspecified) | 10.7
CN(C(=O)CN(CCO)CC(=O)N(C)C(C)(C)Cc1ccccc1)C(C)(C)Cc1ccccc1 | 17.9
O=C(CN1C(=O)c2ccccc2S1(=O)=O)NCCSCc1cccc(Cl)c1 | 6.9
O=C(O)COc1c(Cl)cc(C2C3=C(CCCC3=O)NC3=C2C(=O)CCC3)cc1Cl | 12.0
Cc1ccnn1CCC(=O)N1CCN(Cc2ccccc2F)C[C@@H]1C(C)C | 4.9
O=C(O)c1cccc(OCCO)c1 | 6.8
Cc1cc2cc(C(c3nnnn3Cc3ccccc3)N3CCC(O)CC3)c(=O)[nH]c2cc1C (stereo unspecified) | 9.4
C[C@H](Cn1nnc2ccccc21)NC(=O)c1cscn1 | 4.8
COc1ccc(CC(C#N)C(=O)Nc2ccc(C)cn2)cc1 (stereo unspecified) | 16.1
Cc1cccc2cc(CN(Cc3ccco3)C(=S)NCCCN(C)C)c(=O)[nH]c12 | 25.8
CC1=N[C@@](C)(COC(=O)[C@]2(C)N[C@](C)(CO)CO2)COC1=O | 47.7*
CN(C)CCNC(=O)C(=O)NCC1CCCO1 (stereo unspecified) | 11.0
CC(C)C(=O)N1CCN(c2ccc(NC(=O)c3ccccc3Cl)cc2Cl)CC1 | 11.8
CCC(=O)Nc1ccccc1N1CCN(C(=O)C(C)C)CC1 | 18.8
CCN(CC)CCSc1nc2ccccc2cc1C | 19.4
COc1ccc2c(c1)cc(C)c1nn(CC(=O)N3CCC(C)CC3)c(=O)n12 | 4.6
Cc1ccccc1-c1ncc(CN2CCC(O)(c3cccnc3)CC2)cn1 | 8.4
CC(C)NC(=O)C1CC(c2ccccc2O)=NO1 (stereo unspecified) | 9.6
Cc1cc(C)n(C(C)CNC(=O)C2ON=C(c3ccc(F)cc3)C2C)n1 (stereo unspecified) | 5.3
CCCCCCCCN1[C@@H](CC(=O)O)c2cc(C(F)(F)F)ccc2S1(=O)=O | 19.8
CC1(C)CC(NC(=O)C(=O)NC2CC(C)(C)N(O)C(C)(C)C2)CC(C)(C)N1O | 11.3
COc1ccc(S(=O)(=O)N2CCN(Cc3ccc4c(c3)OCO4)CC2)c(C)c1C | 7.7
O=C(NC1CCCCC1)C(c1ccco1)N(C(=O)Cc1cccs1)c1cccc(F)c1 (stereo unspecified) | 8.0
O=C(NCCc1ccccc1)[C@H]1C=CCN1C(=O)c1ccco1 | 3.9
CCOc1cc(C)c(S(=O)(=O)NCc2ccccn2)cc1C | 13.4
Nc1ccn([C@H]2O[C@H](COC(=O)C34CC5CC(CC(C5)C3)C4)[C@@H](O)[C@@H]2O)c(=O)n1 | 51.2*
COC(=O)Cn1c(C)c(CN2CCc3c(nc(C)[nH]c3=O)C2)c2ccccc21 | 6.4
O[C@@H](C1=C/C(=C\c2ccncc2)c2ccccc21)c1ccncc1 | 14.0
N#Cc1cc2c(nc1SC(C(=O)O)c1ccccc1)CCCC2 (stereo unspecified) | 9.5
COc1ccccc1NC(=O)CSc1nc(-c2ccccc2)nc2c1CCCC2 | 16.8
O=C(CSc1nnc(-c2cccnc2)n1-c1ccccc1)N1CCCCC1 | 14.1
COc1ccc(-c2csc3ncn(CC(=O)N4CCCCC4)c(=O)c23)cc1 | 11.6
COC(=O)C1=C(C)N(CCCC(=O)O)C(=O)NC1c1ccc(OC)cc1 (stereo unspecified) | 17.1
CN1C[C@H](c2ccccc2)C(O)([C@]2(c3ccccc3)CN(C)C[C@H](c3ccccc3)C2=O)[C@H](c2ccccc2)C1 (stereo partly specified) | 39.7*
Cc1ccc(N)cc1NC(=O)C(C)Sc1nnc(COc2ccc3ccccc3c2)n1C (stereo unspecified) | 12.1
Cc1cc2oc3ccc(NCCCn4ccnc4)cc3c(=O)c2cc1C | 12.5
CC1CCc2c(sc3ncnc(SCC(=O)Nc4ccc(N(C)C)cc4)c23)C1 (stereo unspecified) | 12.8

(next part)
smiles | PGE2 EP2 inh
c1ccc(NN(Cc2cnccn2)c2ccccc2)cc1 | 6.1
CC(C)[C@H]1COCCS(=O)(=O)N1Cc1ccccc1 | 1.7
Cc1cccc(NC(=O)CSc2nccc(C)n2)c1 | 17.0
O=C(NC1CCCC1)c1ccc2c(c1)S(=O)(=O)c1ccccc1C2=O | 14.3
COc1ccc(NC(=O)c2ccco2)cc1NC(=O)C(C)(C)C | 9.2
O=S(=O)(NCc1cccs1)c1ccc(S(=O)(=O)N2CCCCCC2)cc1 | 11.1
O=C(NCc1ccc2c(c1)OCO2)c1ncoc1-c1cccs1 | 8.6
Cc1cc2cc(C(c3nnnn3C3CCCC3)N3CCC(Cc4ccccc4)CC3)c(=O)[nH]c2cc1C (stereo unspecified) | 11.7
CCc1cc2cccc(C)c2nc1SCC(=O)Nc1ccc(OC)cc1OC | 7.9
CCOc1ccc(C(=O)C[N+]2=C(C)c3cccn3CC2)cc1 | 23.2
CCc1nc2ccc(NC(=O)c3cnc(C(C)(C)C)nc3)cc2[nH]1 | 4.0
CCc1cccc(C)c1NC(=O)CSc1nnc2c3ccccc3n(C)c2n1 | 12.7
CCCC(=O)N1CCc2cc(-c3nc(NC(=O)c4ccncc4)sc3C)ccc21 | 21.1
CC(C)NC(=O)C1CCCN1C(=O)OCc1ccccc1 (stereo unspecified) | 8.6
Cc1ccc(C2=NOC(C)(c3nnc(-c4ccncc4)o3)C2)cc1 (stereo unspecified) | 19.4
Cc1cc2cc3c(cc2cc1SCC(=O)Nc1ccc(C(=O)O)cc1)OCO3 | 7.6
CCC1Oc2ccc(C)cc2N(CC(=O)NCc2ccccc2F)C1=O (stereo unspecified) | 3.5
COc1c(Cl)cc(C(=O)Nc2sc3c(c2C(N)=O)CCCC3)cc1Cl | 16.4
C=C(NC(=O)C(=C)NC(=O)c1csc(C2=NC3c4csc(n4)C4NC(=O)c5csc(n5)C(C(C)(O)C(C)O)NC(=O)C5CSC(=N5)C(=CC)NC(=O)C(C(C)O)NC(=O)c5csc(n5)C3(CC2)NC(=O)C(C)NC(=O)C(=C)NC(=O)C(C)NC(=O)C(C(C)CC)NC2C=Cc3c(C(C)O)cc(nc3C2O)C(=O)OC4C)n1)C(N)=O (stereo unspecified) | 7.8
COc1ccc(OCCCC(=O)Nc2nc(C)c(C)s2)cc1 | 7.6
CCn1c(C)nnc1SCC(=O)Nc1ccc(OC)cc1OC | 14.4
Cc1cccc2cc(CN(Cc3ccco3)C3(c4nnnn4C4CCCCC4)CCCC3)c(=O)[nH]c12 | 9.1
CCc1ccc2[nH]c(=O)c(CN(CC3CCCO3)S(=O)(=O)c3ccc(Cl)cc3)cc2c1 (stereo unspecified) | 12.5
CC(C)(C)n1nnnc1C(c1cccs1)N(Cc1ccccc1)Cc1cccs1 (stereo unspecified) | 12.3
O=C(c1cccnc1)C1CCN(C(=O)c2cnccn2)CC1 | 5.2
Cn1c(=O)sc2cc(S(=O)(=O)NC3C4CCCCC43)ccc21 (stereo unspecified) | 8.0
COc1ccc(NC(=O)C2CCN(C(=O)Nc3ccc(C)cc3)CC2)cc1OC | 12.9
CCOC(=O)Nc1nc(-c2ccccc2)c(C)s1 | 12.6
CC1(C)C2CC[C@]3(C)C(C(=O)C=C4[C@@H]5C[C@@](C)(C(=O)O)CC[C@]5(C)CC[C@]43C)[C@@]2(C)CC[C@@H]1O (stereo partly specified) | 9.5
Fc1ccc(CN(CCCn2ccnc2)Cc2ccccc2F)c(F)c1 | 4.0
COc1cccc(OC)c1C(=O)Nc1ccccc1N1CCCCC1 | 7.5
Cc1ccc(NC(=S)N(Cc2cc3ccc(C)cc3[nH]c2=O)C2CCCC2)cc1 | 12.9
Cc1cc(C)c(O)c(Cc2cccc(Cc3cc(C)cc(C)c3O)c2O)c1 | 36.3
Cc1c(Cl)cccc1NC(=O)C[C@H]1Sc2ccccc2NC1=O | 59.9*
CCc1nc(C)cn1S(=O)(=O)c1cc(OC)ccc1OC | 8.4
Cc1ccc2c(c1)C(=O)CC1(CCN(CC(=O)c3cn(C)c4ccccc34)CC1)O2 | 13.6
CC(C)C(=O)c1cn(CC(=O)NCc2cccs2)c2ccccc12 | 7.1
O=C1CCCN1c1ccc(S(=O)(=O)NCC2CC3CCC2C3)cc1 (stereo unspecified) | 9.3
CCOc1ccc(C2C(C#N)=C(N)OC3=C2C(=O)CCC3)cc1OC (stereo unspecified) | 12.5
Oc1ccc(-c2nc3cnccn3c2NCc2ccco2)c(O)c1 | 12.7
Cc1nnc2nnc3c4ccccc4ccc3n12 | 12.5
Cc1cccc(C)c1NC(=O)CSc1nnc(-c2ccoc2C)n1CC1CCCO1 (stereo unspecified) | 10.6
CCN1CCCC1CNCc1cc2c(C(C)(C)C)nn(-c3ccccc3)c2[nH]c1=O (stereo unspecified) | 11.3
O=C(NCCCN1CCCC1=O)c1ncoc1-c1ccc(F)cc1 | 5.7
COc1ccc(-n2nnnc2SCC(=O)Nc2nc(C)c(C)s2)c(OC)c1 | 11.8
COc1cccc(OC)c1C(=O)N1CCN(Cc2cccc(F)c2)CC1 | 15.5

Shown as labelled records: 4 of the compounds above.
SMILES: CCN1CCCC1CNCc1cc2c(C(C)(C)C)nn(-c3ccccc3)c2[nH]c1=O (stereo unspecified)
  PGE2 EP2 inh: 11.3
SMILES: O=C(NCCCN1CCCC1=O)c1ncoc1-c1ccc(F)cc1
  PGE2 EP2 inh: 5.7
SMILES: COc1ccc(-n2nnnc2SCC(=O)Nc2nc(C)c(C)s2)c(OC)c1
  PGE2 EP2 inh: 11.8
SMILES: COc1cccc(OC)c1C(=O)N1CCN(Cc2cccc(F)c2)CC1
  PGE2 EP2 inh: 15.5
